# Bioassay records from PubChem.
# Ecoli viability = reduces bacterial viability in AddAB counter-screen. E. coli V3065 growth, OD600 absorbance, 18 h. inhibition, % at 11.9 µM. 330,000 compounds, 0.27% hits;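 active = inhibition above the campaign's mean inhibition across all tested compounds plus 3 SD, cut at about 9.9% in these data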;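 also: uninfected addAB+ strain grown without phage in ampicillin broth; 0% = DMSO wells and 100% = ciprofloxacin 0.95 µg/ml wells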
# AddAB inh = less growth of phage-infected E. coli with AddAB; E. coli expressing H. pylori AddAB, absorbance growth; 330,000 compounds, 0.29% hits; AID 435030; inhibition, % at 11.9 µM; in the data active = inhibition above about 12%;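 also: 0% = vehicle wells of infected cells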
# Mot1-301 SUMO = blocks SUMOylation pathway, rescuing yeast Mot1-301 growth | AID 2716 | S. cerevisiae Mot1-301 growth rescue, ATP luminescence, 38.5C; percent above DMSO median, 100 means doubled | 320,000 compounds, 1% hits | growth rescue, % at 18.8 µM;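 active = every valid replicate shows activation above 250% relative to neutral control wells; inactive = the rest, any valid replicate at or below 250%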;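 also: OY570 slx delta 5 strain wells were the positive control but not used for scaling; some compounds called inactive have numbers as strong as hits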
# Tat transport = inhibitors of E. coli Tat protein transport; E. coli MC4100 TorA-mCherry Tat export, fluorescence; inhibition, % at 10 µM; 340,000 compounds, 0.036% hits; AID 488895;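 active = mean replicate inhibition at least 50% and at least half of replicates individually reaching 50%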;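 also: exported cargo escapes ClpAP degradation while cytoplasmic cargo is degraded and loses fluorescence; 0% = median of neutral control wells and 100% = median of NaSCN control wells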
# phage Ecoli inh = E. coli growth loss with phage present; growth absorbance; inhibition, % at 11.9 µM; 360,000 compounds, 0.26% hits; AID 651602; in the data active = inhibition above about 11%
# Arr AP2 block = human beta-arrestin and AP2 interaction inhibition. FITC-arrestin peptide / GST-AP2 beads, flow cytometry; AP2 beta2 appendage carries R879A mutation. 340,000 compounds, 0.31% hits. AID 504490. inhibition, % at 10 µM;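 active = inhibition above a set limit, near 3 SD of compounds lacking own fluorescence, cut at about 54% in these data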;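 also: plate controls were DMSO wells for no effect and 5 µM unlabelled arrestin peptide for full effect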
#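 System: GST-AP2 R879A glutathione beads. Medium: PBS with 0.05% Tween 20 and 0.1% BSA. Also added: FITC-arrestin peptide, 50 nM. Incubation: 12 min plus 1 h, RT. Measured by: high-throughput flow cytometry of beads, ex 488, em 535 nm. Evaluation: percent drop in bead-associated FITC signal.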
# PfHsp90 set2 = inhibits growth of yeast expressing Plasmodium falciparum Hsp90 | S. cerevisiae expressing PfHsp90, BacTiter-Glo ATP, 48 h; yeast lacking PDR1 and PDR3 efflux regulators | inhibition, % at 9.4 µM | 310,000 compounds, 0.32% hits | AID 504621;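 active = every replicate shows inhibition above about 80%, whatever the replicate mean, limit read from the data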;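 also: 0% = DMSO neutral controls and 100% = 20 µM radicicol positive controls; yeast relying on Plasmodium falciparum Hsp90 in place of its own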
# DSG3 Ab inh = human desmoglein-3 autoantibody binding inhibition. DSG3-coupled beads, scFv-anti-DSG3-GFP binding, flow cytometry; hits give low values. binding (percent of control), % at 10 µM. 310,000 compounds, 0.48% hits;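 active = binding more than 3 SD below its plate's average and above zero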;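 also: hits lower antibody fragment binding to DSG3; some compounds called inactive have numbers as strong as hits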
# MOR-DOR inv ag = inverse agonist of human OPRM1-OPRD1 heterodimerization. 340,000 compounds, 0.21% hits. inhibition, % at 9.3 µM. P35372+P41143. cell-based MOR-DOR heterodimer luminescence, inverse agonism. AID 504357; in the data active = inhibition above about 22%, passing the limit was not always enough;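 also: 0% = cells with DMSO and 100% = wells without cells with DMSO; values of inactives mirror those of a sister screen read the other way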
# Target sequence (P35372 whole entry, looked up): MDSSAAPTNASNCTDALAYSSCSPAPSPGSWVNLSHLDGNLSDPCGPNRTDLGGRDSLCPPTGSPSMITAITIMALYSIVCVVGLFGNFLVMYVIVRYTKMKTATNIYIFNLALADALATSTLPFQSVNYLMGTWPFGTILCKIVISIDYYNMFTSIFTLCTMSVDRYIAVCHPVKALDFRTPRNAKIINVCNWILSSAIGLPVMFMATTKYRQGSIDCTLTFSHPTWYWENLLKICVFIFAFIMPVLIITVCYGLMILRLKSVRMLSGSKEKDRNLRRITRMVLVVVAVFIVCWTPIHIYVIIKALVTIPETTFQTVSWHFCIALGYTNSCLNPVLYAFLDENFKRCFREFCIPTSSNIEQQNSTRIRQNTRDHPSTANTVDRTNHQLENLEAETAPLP
# Target sequence (P41143 whole entry, looked up): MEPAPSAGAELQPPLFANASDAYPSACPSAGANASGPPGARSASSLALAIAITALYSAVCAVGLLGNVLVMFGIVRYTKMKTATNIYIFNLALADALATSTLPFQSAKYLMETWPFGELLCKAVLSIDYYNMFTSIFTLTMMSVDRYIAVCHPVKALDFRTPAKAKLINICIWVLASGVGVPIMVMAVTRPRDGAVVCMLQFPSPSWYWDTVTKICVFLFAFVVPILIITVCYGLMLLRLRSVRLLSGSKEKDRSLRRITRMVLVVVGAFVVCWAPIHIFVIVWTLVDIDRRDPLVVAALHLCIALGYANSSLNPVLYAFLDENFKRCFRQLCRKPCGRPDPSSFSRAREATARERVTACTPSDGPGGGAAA
# PKA-R1A act = activators of PKA-R1A complex; PKA-R1A dissociation, Cy5-IP20 fluorescence polarization; scaled: DMSO 0%, 113 µM cGMP 100%; activation, % at 11.4 µM; 340,000 compounds, 0.083% hits;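 active = percent activation above the mean of all tested compounds plus 3 SD, cut at about 19% in these data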;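 also: higher means more PKAc released from R1A so a rise in polarization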
# OPRM1-OPRD1 ag = OPRM1-OPRD1 heterodimerization agonism | cells, luminescence | P35372+P41143 | activation, % at 9.3 µM | 340,000 compounds, 0.3% hits; in the data active = activation above about 18%;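 also: 0% = vehicle-treated cells and 100% = reference agonist; values of inactives mirror those of a sister screen read the other way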
# Active calls of the source: *; x = no result given. Compounds were not picked by outcome; 2.8% or so of the library scored in one or more.
SMILES,Ecoli viability,AddAB inh,Mot1-301 SUMO,Tat transport,phage Ecoli inh,Arr AP2 block,PfHsp90 set2,DSG3 Ab inh,MOR-DOR inv ag,PKA-R1A act,OPRM1-OPRD1 ag
C#CCNS(=O)(=O)c1ccc(F)cc1Br,x,x,x,9.0,3.0,19.1,-10.3,95.9,2.9,2.0,-0.6
O=C(CCn1c(=O)oc2ccccc21)NCc1ccco1,0.3,-0.3,-1.3,-2.9,3.8,6.8,-19.6,102.1,6.5,-3.4,-1.1
O=C(c1ccc2nc(-c3ccccc3)c(-c3ccccc3)nc2c1)N1CCCCC1,-0.9,0.0,-12.6,10.0,0.3,-10.2,0.4,95.7,-2.2,3.1,0.4
COc1ccc(/C=N/n2nnnc2N)c(OC)c1,x,x,6.4,-3.2,-2.8,33.9,-6.7,100.0,11.0,4.3,-2.3
Cn1c(=O)c2c(Nc3ccc(F)cc3)cc(=O)n(-c3ccccc3)c2n(C)c1=O,1.2,-0.1,7.6,4.1,0.1,7.3,-8.0,100.2,x,x,x
CC(=O)NS(=O)(=O)c1ccc(NC(=O)CN2C(=O)C3C4C=CC(C4)C3C2=O)cc1 (centres undefined),-3.4,-1.3,2.1,-2.1,3.7,10.1,5.7,124.0,14.8,-3.7,-2.7
CCOCCCN(C(=O)Cn1nnc2ccccc21)C(C(=O)NCc1ccco1)c1ccncc1 (centres undefined),x,x,x,-4.4,1.7,-6.2,-3.7,115.5,7.3,-14.9,-1.8
CCN1C(=O)N/C(=C/c2ccc(C)o2)C1=O,-0.9,0.7,-3.8,3.1,1.6,3.1,8.5,109.8,-0.7,7.4,0.1
COc1ccc(S(=O)(=O)NC(C)(C)C)cc1-c1nnc2c3ccccc3c(C)nn12,3.2,4.0,-16.7,6.4,4.4,-2.5,x,x,6.2,-3.5,-1.2
O=C(Nc1cccc(-c2nc3ncccc3o2)c1)c1ccco1,0.6,2.2,5.3,-10.1,2.2,1.6,-10.2,103.7,-12.9,12.0,2.5
COc1ccc(C2CC(c3cccs3)=NN2C(=O)CSc2nc(=O)n3cc(C)ccc3n2)cc1 (centres undefined),1.8,0.9,4.9,3.6,2.7,-9.3,-4.2,97.6,13.3,-8.7,-2.7
Cc1ccc2nc(SCC(=O)N3CCCCCC3)nc(=O)n2c1,1.5,0.9,4.7,6.1,4.3,2.7,-29.6,95.8,18.4,3.2,-3.5
COc1ccccc1N1C(=O)C2C3CC(c4ccccc4)C(C3)C2C1=O (centres undefined),2.2,0.6,-10.8,0.8,1.9,-3.0,13.3,81.1,9.2,-6.2,-1.8
COCCN(Cc1cc2cc(C)c(C)cc2nc1Cl)C(=O)N1CCOCC1,-0.9,3.7,3.0,-3.8,5.1,38.0,-5.8,99.1,11.6,-0.9,-2.2
O=C(C1CCN(S(=O)(=O)c2cccc3nsnc23)CC1)N1CCCc2ccccc21,0.5,2.2,-7.9,4.0,0.9,18.0,-26.9,72.8,15.5,-3.2,-2.6
C/C(Cl)=C/Cn1c(NCCCn2ccnc2)nc2c1c(=O)[nH]c(=O)n2C,1.2,1.6,19.3,22.9,0.9,6.2,-3.2,101.5,14.0,8.3,-2.7
CC(C)C(NS(=O)(=O)c1cccc(C(F)(F)F)c1)C(=O)O (centres undefined),-1.1,1.8,14.9,1.7,0.6,-1.7,-14.5,90.9,0.6,-8.5,-0.1
CCN1C(=O)CC2(C[N+]3(C)CCC2CC3)C1=O (centres undefined),-1.6,-0.9,3.9,-0.6,6.1,8.3,-23.4,79.5,11.6,-3.8,-2.2
COC(=O)c1sc(C(F)(F)F)c(-c2ccccc2)c1S(=O)(=O)N1CCOCC1,x,x,x,-3.5,-0.4,9.6,-11.9,104.5,-11.6,-2.0,2.3
Cc1c(C(=O)NCCN2C(=O)S/C(=C\c3cccs3)C2=O)cccc1[N+](=O)[O-],0.2,4.0,0.6,1.4,2.8,3.2,-4.7,128.8,4.9,4.6,-0.9
COc1ccc(N(CC(=O)NCCSC2CCCCC2)S(C)(=O)=O)c(OC)c1,-0.8,-1.0,-12.7,5.0,0.2,28.2,6.8,69.8,9.5,-0.4,-1.8
O=C(CSc1nccc(=O)[nH]1)NC1CCCC1,-1.6,3.6,107.5,3.4,-1.7,-11.0,7.2,90.9,6.8,-0.1,-1.1
CN(C)c1ccc(C(C[N+](=O)[O-])c2c(N)n(C)c(=O)n(C)c2=O)c(F)c1C#N (centres undefined),-2.4,-1.2,77.7,-14.1,-0.4,24.8,2.9,103.2,-7.3,-7.5,1.5
c1ccc(Cn2cc(-c3cccnc3)cn2)cc1,1.0,2.0,26.7,-2.9,3.7,9.3,45.2,100.8,0.7,-8.0,-0.1
Cc1ccc(NC2CCCN(C(=O)c3ccccc3N3CCOCC3)C2)cc1C (centres undefined),-1.4,1.2,-2.3,-1.3,-1.0,22.6,-4.4,106.5,21.1,-5.5,-4.1
Cc1nnc2sc(-c3ccc(NC(=O)CSc4ccc(Cl)cc4)cc3)nn12,0.6,3.8,-8.2,1.5,3.6,0.2,x,x,0.2,-4.1,0.0
Cc1cccc2c1-c1sc(C(=O)Nc3ccccc3N3CCN(C)CC3)cc1CO2,-2.4,1.6,34.9,8.5,2.9,-12.9,17.4,91.6,-15.6,-1.8,3.1
CC(C)CN(CCNC(=O)CN1C(=O)COc2ccc(S(=O)(=O)N3CCOCC3)cc21)CC(C)C,-1.6,4.9,0.8,-2.3,0.1,-11.7,3.2,x,9.3,-5.8,-1.8
O=[N+]([O-])c1ccc(N2CCN(CCO)CC2)c2ncccc12,-1.2,0.3,6.0,12.6,3.9,-1.4,9.9,112.8,1.6,-2.8,-0.3
COc1cccc(NS(=O)(=O)c2ccc(S(=O)(=O)N3CCOCC3)cc2)c1,1.5,0.5,-11.6,-6.1,0.4,7.3,-1.0,98.3,-2.3,-6.1,0.4
COc1cc(/C=N/NC(=O)c2ccc(NC(=O)C3CC3)cc2)ccc1OC(C)=O,-2.2,-2.1,3.4,0.7,1.2,-7.5,-13.2,102.7,0.5,-4.0,-0.1
COc1ccc(Cn2nnnc2C(c2ccccc2)N2CCN(C3CCCC3)CC2)cc1 (centres undefined),x,x,x,-1.6,2.0,22.1,-11.2,x,11.5,-6.4,-2.8
O=C(Nc1ccc(S(=O)(=O)Nc2nccs2)cc1)c1nn(-c2ccccc2)ccc1=O,-1.1,0.0,-5.1,-2.4,3.0,0.9,-18.3,83.5,11.8,-4.5,-2.3
CC1CC(C)CN(c2ncc3c(n2)CC(c2ccccc2Cl)CC3=O)C1 (centres undefined),0.5,3.6,-16.6,-3.8,1.1,1.0,-4.0,107.0,13.1,-8.7,-2.3
Cc1cn(CC(=O)N(C)Cc2ccco2)c(=O)[nH]c1=O,x,x,x,-8.5,2.6,15.6,-10.5,103.7,9.8,-16.9,-2.1
FC(F)(F)c1ccccc1NC(=S)N/N=C1\CC2CC=CC12 (centres undefined),x,x,x,0.6,0.4,-22.5,2.7,97.2,29.1,-2.7,-6.3
CCc1ccc(C(=O)C(C)OC(=O)c2nc3nc(C)cc(C)n3n2)cc1 (centres undefined),-0.8,0.3,-16.9,-7.7,1.3,26.8,17.9,104.1,-7.5,-10.3,1.2
CCOC(=O)c1c(SC)[nH]c2c(Cl)cccc2c1=O,-0.2,1.6,7.9,-4.2,-1.2,24.4,-3.5,104.6,9.2,3.4,-1.8
CC(C)N1C(=O)C2C(C(=O)NCc3ccccc3)C3C=CC2(O3)C1C(=O)NC(C)(C)C (centres undefined),-1.5,-0.9,-33.8,-13.7,1.3,-1.4,-0.6,x,3.5,-9.4,-0.6
O=C(N/N=C/c1cccn1-c1ccc([N+](=O)[O-])cc1)C(O)c1ccccc1 (centres undefined),-4.6,1.3,1.6,-1.8,2.3,-3.3,9.1,98.8,3.9,3.9,-0.7
CN(C)c1nc2n(c(=O)n1)CCO2,0.4,5.7,88.5,-2.2,3.0,-14.7,16.2,117.7,12.3,4.1,-2.1
Fc1ccccc1NC(=S)Nc1cccc2cnccc12,0.8,-1.0,25.0,14.2,3.6,10.9,37.5,101.7,-30.5,-14.5,5.8
C/C(=N/N1CCN(c2ccccn2)CC1)c1cccc([N+](=O)[O-])c1,-1.9,-0.6,1.9,-2.1,4.0,1.9,12.8,94.4,20.1,-2.2,-3.8
COc1ccc(CN(C)C(=O)Cc2ccc(OC)c(S(=O)(=O)N3CCOCC3)c2)cc1OC,0.5,-0.1,-12.5,-6.5,1.2,16.6,-7.7,x,-9.5,-5.3,2.3
CCCCc1nc(SCC(=O)Nc2ccc(S(N)(=O)=O)cc2)n[nH]1,-0.7,4.3,447.6,0.0,2.1,4.5,2.5,x,6.9,5.5,-1.7
O=[N+]([O-])c1cccc2ccc(/C=C/c3cccc(Br)c3)nc12,-0.3,-1.7,21.4,-7.7,-0.4,-7.5,-26.4,100.8,-6.9,1.1,1.1
Cn1c(CC(=O)Nc2ccc(F)cc2)nnc1SCC(=O)NC1CCCCC1,-0.8,0.2,6.2,-3.9,1.8,28.1,8.7,x,-3.0,-1.5,0.4
CC(=O)Nc1ccc(S(=O)(=O)N2CCCC(C(=O)N3CCN(c4ccccc4)CC3)C2)cc1 (centres undefined),0.5,2.0,-4.1,4.1,0.3,-5.0,-15.0,115.8,9.1,-3.2,-1.6
COc1cc(SC)ccc1C(=O)NC1CCCc2ccccc21 (centres undefined),-2.1,-1.4,12.0,2.7,2.3,1.6,-5.6,x,-26.5,-6.4,4.1

# Copied from the entries so far (4 entries):
SMILES,Ecoli viability,AddAB inh,Mot1-301 SUMO,Tat transport,phage Ecoli inh,Arr AP2 block,PfHsp90 set2,DSG3 Ab inh,MOR-DOR inv ag,PKA-R1A act,OPRM1-OPRD1 ag
CN(C)c1nc2n(c(=O)n1)CCO2,0.4,5.7,88.5,-2.2,3.0,-14.7,16.2,117.7,12.3,4.1,-2.1
Fc1ccccc1NC(=S)Nc1cccc2cnccc12,0.8,-1.0,25.0,14.2,3.6,10.9,37.5,101.7,-30.5,-14.5,5.8
C/C(=N/N1CCN(c2ccccn2)CC1)c1cccc([N+](=O)[O-])c1,-1.9,-0.6,1.9,-2.1,4.0,1.9,12.8,94.4,20.1,-2.2,-3.8
COc1ccc(CN(C)C(=O)Cc2ccc(OC)c(S(=O)(=O)N3CCOCC3)c2)cc1OC,0.5,-0.1,-12.5,-6.5,1.2,16.6,-7.7,x,-9.5,-5.3,2.3
